# Lipid storage S3: qHTS Assay for Lipid Storage Modulators in Drosophila S3 Cells; Drosophila S3 cells, BODIPY lipid droplet fluorescence, 18-24 h; cells fed with added oleic acid; lipid storage change, negative = inhibition, % at the top dose, mostly 46.1 µM; hits show Potency in µM; AID 2685; actives 0.64% (n = 320,000); active means well fitted inhibition curve with a large enough effect in the signal ratio, with a control signal flat, not every such curve was filed as active; inconclusive means small, poorly fitted or top-dose-only effect, or effect the other way, or a change in a side signal; the % refers to the signal ratio
#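 Drosophila S3 cells got compounds at several concentrations plus oleic acid (400 uM solution). Laser-scanning cytometry with 488 nm excitation read lipid droplets at 500-530 nm and cells at 575-640 nm. Percent activity was relative to 20 uM Triacsin C.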
# Lipid storage S3 cell count max: further read-out of Lipid storage S3, marked with its call; cell number change, %; measured here: cell count max response;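 cells counted by Cell Tracker Red CMTPX staining in the red channel; peak over a dose series mostly up to 46.1 µM; percent activity relative to internal control wells on each plate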
# The depositor's hits bear a star; i = inactive; ? = inconclusive; · = not tested or not shown; [ ] = dose if it differs, or a comment. On the % scale 0 is the no-effect control and ±100 the full control effect; potency means the concentration at half of the fitted maximal effect.
# Results follow in this order: Lipid storage S3	Lipid storage S3 cell count max
- COc1ccc(C2(CNC(=O)c3ccc(OC)c([N+](=O)[O-])c3)CCCCC2)cc1OC
    ?	·
- O=C(CSc1ccc(-c2ccncc2)nn1)c1ccccc1
    ?	·
- CC(C)NC(=O)CN1CCN(c2ncccn2)CC1
    5%	9
- O=C(COC(=O)c1ccc(OC(F)F)cc1)NCCCN1CCCC1=O
    ?	·
- O=C(O)c1[nH]c2ccccc2c1CC(=O)N1CCOCC1
    8%	6
- COc1ccc(S(=O)(=O)NCC(c2cccnc2)N2CCN(C)CC2)cc1OC (stereo not given)
    -11%	-23
- Cc1cc(Cl)c(S(=O)(=O)N2CCN(c3ccc(F)cc3)CC2)cc1OCC(=O)NC1CCCCC1
    ?	·
- COc1cccc(CN2CCNC(=O)C2CC(=O)N(C)C2CCCCC2)c1 (stereo not given)
    ?	·
- C=CCn1c(-c2ccc(OC)c(OC)c2)cs/c1=N\c1ccccn1
    2%	-4
- COc1ccc(NC(=O)C2CCN(S(=O)(=O)c3cccc4nonc34)CC2)cc1OC
    ?	·
- COc1ccc(NC(=O)COC(=O)/C=C/c2ccccc2[N+](=O)[O-])cc1
    ?	·
- COc1ccc(N2C(=O)CC(NC34CC5CC(CC(C5)C3)C4)C2=O)c(OC)c1 (stereo not given)
    23%	-5
- N#Cc1ccccc1OCC(=O)Nc1c(C(=O)C2CC2)oc2ccccc12
    9%	10
- OCCOCCn1c(-c2ccccc2)nc(=S)c2c1CCCC2
    ?	·
- CCNC(=S)N/N=C/c1cc(C)n(-c2ccc(Cl)cc2)c1C
    ?	·
- COc1ccc(CN2CCN(C(=O)CCC(=O)Nc3nnc(CC(C)C)s3)CC2)cc1F
    26%	-10
- Cc1cc(/C=N/n2cnnc2)c(C)n1-c1cccc(Cl)c1
    ?	·
- CC1(C)CC(=O)CC(=NCC(=O)O)C1
    1%	2
- O=C(NCc1cc(C(F)(F)F)cc(C(F)(F)F)c1)C12CN(Cc3ccccc3)CC1C(c1cccc([N+](=O)[O-])c1)=NO2 (stereo not given)
    i	·
- COc1ccc(N(C)S(=O)(=O)c2cccc(C(=O)Nc3nnc(C)s3)c2)cc1
    i	-21
- O=C(CSc1oc(-c2ccccc2)nc1S(=O)(=O)c1ccccc1)NCC1CCCO1 (stereo not given)
    -26%	4
- O=S(=O)(NCCCc1ccccc1)c1cccc2nsnc12
    1%	-1
- O=C(COc1ccc([N+](=O)[O-])cc1)N1CCN(c2nnc(-c3ccccc3)c3ccccc23)CC1
    ?	·
- NC(C(=O)O)C1CC(Cl)=NO1 (stereo not given)
    -7%	-5
- CC(NC(=O)c1cccc(C(F)(F)F)c1)C1CCCO1 (stereo not given)
    i	·
- C=CCOc1ccc(/C=C/C(=O)OCC(=O)NCc2ccco2)cc1
    ?	·
- CN(CC(=O)Nc1cccc(F)c1)C(=O)Cn1c(=O)oc2ccccc21
    ?	·
- CCC(=O)N(C)CCc1cc2c(c(OC)c1/C=N/NS(=O)(=O)c1ccc(C)cc1)OCO2
    ?	·
- CCCNC(=O)NC(=O)CN1CCCC1c1ccc2c(c1)OCCO2 (stereo not given)
    ?	·
- COC(=O)C1CCN(CCCOc2ccc(CN3CCN(c4ccc([N+](=O)[O-])cc4)CC3)cc2)CC1
    ?	·
- CS(=O)(=O)Nc1ccc(C(=O)N2CCCCC2)cc1
    ?	·
- O=S(=O)(c1cccc(S(=O)(=O)N2CCC(Cc3ccccc3)CC2)c1)N1CCOCC1
    2%	20
- O=C(c1ccc(OC2CCN(Cc3ccccn3)CC2)cc1)N1CCCC(O)C1 (stereo not given)
    -4%	2
- OCC1(CCOc2ccccc2)CCN(CCCn2cccn2)CC1
    0%	4
- O=C(CN1CCCC1c1cccs1)N1CCN(S(=O)(=O)c2cccc(F)c2)CC1 (stereo not given)
    ?	·
- CCC(=O)Nc1ccc(C(=O)NNC(=O)Cc2ccccc2)cc1
    14%	11
- CC(C)CNC(=O)COC(=O)c1ccc(Cl)c(S(=O)(=O)N2CCc3ccccc32)c1
    ?	·
- Cc1ccccc1C(=O)Nc1cccc(N)c1
    ?	·
- Cn1nc(C(C)(C)C)cc1C(=O)NN1CCOCC1
    5%	13
- CCOc1ccc(CCNC(=O)Nc2cccc(OC)c2)cc1OCC
    ?	·

# Ordered by SMILES length (ascending): some entries from above.
# Results follow in this order: Lipid storage S3	Lipid storage S3 cell count max
- Cn1nc(C(C)(C)C)cc1C(=O)NN1CCOCC1
    5%	13
- OCCOCCn1c(-c2ccccc2)nc(=S)c2c1CCCC2
    ?	·
- CCNC(=S)N/N=C/c1cc(C)n(-c2ccc(Cl)cc2)c1C
    ?	·
- C=CCn1c(-c2ccc(OC)c(OC)c2)cs/c1=N\c1ccccn1
    2%	-4
- O=S(=O)(c1cccc(S(=O)(=O)N2CCC(Cc3ccccc3)CC2)c1)N1CCOCC1
    2%	20
- O=C(NCc1cc(C(F)(F)F)cc(C(F)(F)F)c1)C12CN(Cc3ccccc3)CC1C(c1cccc([N+](=O)[O-])c1)=NO2 (stereo not given)
    i	·

# (cont.)
# Results follow in this order: Lipid storage S3	Lipid storage S3 cell count max
- O=C1CCc2cc(S(=O)(=O)NC(Cc3ccccc3)C(=O)NCC3CCCO3)ccc2N1 (stereo not given)
    ?	·
- O=C(C1CCN(S(=O)(=O)c2cccc3cccnc23)CC1)N1CCN(c2ccc(Cl)cc2)CC1
    ?	·
- N#Cc1cnn(-c2ccccc2)c1N
    ?	·
- COc1cc(CCC(=O)OCc2ccccc2C#N)cc(OC)c1OC
    -4%	-5
- CCOC(=O)C1CCN(C2CC(=O)N(c3cccc(Cl)c3)C2=O)CC1 (stereo not given)
    -6%	-9
- CCOC(=O)N1CCN(C(=O)Nc2ccccc2)CC1
    6%	11
- O=C1CN(C(=O)c2cc3ccccc3o2)c2ccccc2N1
    7%	-2
- CCOc1ccc(C(=O)COC(=O)c2cc(=O)[nH]c3ccccc23)cc1
    ?	·
- C=C(C)C(=O)Nc1ccc(NC(C)C)cc1
    -4%	5
- CCCCCCCCNC(C)C(O)c1ccc(SC(C)C)cc1 (stereo not given)
    ?	·
- CCOC(=O)c1csc(NC(=O)c2ccc(OCC)cc2)n1
    ?	·
- COc1ccc(C(=O)Nc2ccccc2C(=O)N2CCOCC2)cc1
    ?	·
- COc1ccccc1/C=C/CN1CCC(n2nccc2NC(=O)CCc2ccccc2)CC1
    ?	·
- O=[N+]([O-])c1ccc(N/N=C/c2c[nH]c3ccccc23)cc1
    -11%	8
- COC(=O)C1CCN(Cc2c(C(=O)N3C[C@@H](C)O[C@@H](C)C3)nc3ccc(Cl)cn23)CC1
    ?	·
- COc1ccc(N(CC(=O)Nc2ccccc2OC)S(=O)(=O)c2ccc(NC(C)=O)cc2)cc1
    ?	·
- COCCn1c(C)cc(C(=O)COc2ncnc3ccc(Br)cc23)c1C
    ?	·
- O=C(C1=C[C@H](c2ccccc2)C[C@H](OCc2ccc(CO)cc2)O1)N1CCOCC1
    8%	-1
- CC(C)CC1Nc2ccc(C(=O)NCCCN3CCCCC3C)cc2NC1=O (stereo not given)
    -26%	·
- CS(=O)(=O)c1ccc(NC(=O)c2ccc3c(c2)S(=O)(=O)N=C2CCCCCN23)cc1
    2%	7

# In the list so far, these contain a furan ring, fused or not:
# Results follow in this order: Lipid storage S3	Lipid storage S3 cell count max
- N#Cc1ccccc1OCC(=O)Nc1c(C(=O)C2CC2)oc2ccccc12
    9%	10
- C=CCOc1ccc(/C=C/C(=O)OCC(=O)NCc2ccco2)cc1
    ?	·
- O=C1CN(C(=O)c2cc3ccccc3o2)c2ccccc2N1
    7%	-2

# (cont.)
# Results follow in this order: Lipid storage S3	Lipid storage S3 cell count max
- Cc1cc(C(=O)Nc2cc(C)on2)on1
    14%	-9
- CCOc1ccc(S(=O)(=O)N2CCCC(C(=O)NCc3cccnc3)C2)cc1Cl (stereo not given)
    ?	·
- Cc1cc(=O)[nH]c(SCC(=O)O)c1C#N
    18%	-2
- CN(C)c1ccc(C(C(=O)NCc2ccccc2)N(Cc2ccco2)C(=O)c2snc(C(N)=O)c2N)cc1 (stereo not given)
    ?	·
- CCn1c(CNc2ccc(C)cc2)nnc1SCC(N)=O
    1%	-14
- O=C(COC(=O)CSc1ccc2ccccc2c1)NC1CC1
    12%	9
- CC(C)c1cc(NC(=O)c2ccccc2)cc(C(C)C)c1O
    ?	·
- Cc1nc(C)c(-c2csc(Nc3ccc(F)cc3)n2)s1
    ?	·
- CSc1ncc(Cl)c(C(=O)Nc2cccnc2)n1
    3%	-11
- CS(=O)(=O)N1CCN(CC(=O)NC2CCCCC2)CC1
    ?	·
- Clc1ccc(-n2nnc(-c3cccnc3)n2)cc1Cl
    7%	11
- COC(=O)C1=C(C)N(c2ccc(C)c(C)c2)/C(=C/c2ccc(O)cc2)C1=O
    -6%	-2
- COc1ccc(Cc2nnc(NC(=O)C3CCCO3)s2)cc1OC (stereo not given)
    i	·
- O=C(O)CSc1nnc(COc2cccc3ccccc23)n1Cc1ccccc1
    ?	·
- CCOc1cc(/C=N/NC(=O)c2cccnc2)cc(Br)c1OCC(N)=O
    ?	·
- COC(=O)NCCOc1cc(C)ccc1C
    i	·
- CCOc1ccc2[nH]c(C(=O)N/N=C/c3cccc(OC)c3OC)cc2c1
    i	1
- O=C(O)c1ccc(/C=N/NC(=S)NC2CCCCC2)cc1
    ?	·
- O=C(Oc1cc(=O)oc2ccccc12)c1ccco1
    9%	13
- COc1ccc(CCNC(=O)CSc2cn(Cc3ccccc3)c3ccccc23)cc1OC
    ?	·
- Cc1ccccc1-n1nnnc1SCC(=O)Nc1ccc(N2CCN(C)CC2)cc1
    i	-4
- C/C(=N\O)C(C)NC(=O)c1ccccc1 (stereo not given)
    ?	·
- CCOc1ccc(CCNC(=O)c2cccc(S(=O)(=O)N3CCCCC3)c2)cc1OCC
    ?	·
- CCOc1cccc2sc(N(CCN(C)C)C(=O)c3cc4ccccc4cc3OC)nc12
    ?	·
- Cc1cc(C)cc(NC(=O)c2ccc(CN3CCc4ccccc4C3)cc2)c1
    ?	·
- Cc1ccc2c(C)nc(SC(C(=O)c3ccccc3)c3ccccc3)nc2c1 (stereo not given)
    5%	8
- CCC(OC(=O)c1nsc(Cl)c1Cl)C(=O)NCCOC (stereo not given)
    3%	18
- O=C(CCCN1C(=O)S/C(=C/c2ccccc2)C1=S)Nc1ccc(C(=O)O)cc1
    -1%	10
- CN(CCCNC(=O)Cn1cc2c(n1)CCCC2)C1CCCCC1
    ?	·
- CCC(C)(C)n1nnnc1CN1CCSCC1
    ?	·
- ONC(=Nc1ccccc1)c1ccc(Cl)cc1
    ?	·
- CCOc1ccccc1NC(=O)CCC(=O)O
    13%	-16
- O=C(O)c1cc2c(cc1NC(=O)c1c(F)cccc1F)OCCCO2
    ?	·
- COc1ccc(C2CC(=O)c3cnn(-c4nc(C)cc(C)n4)c3C2)cc1 (stereo not given)
    -6%	·
- O=C(CSc1nnc(-c2ccncc2)n1-c1ccc(F)cc1)NC(=O)NCc1ccco1
    0%	-14
- CC(=O)Nc1ccc(OC(=O)c2cc3cc(Br)cc(Br)c3oc2=O)cc1
    ?	·
- CCNC(=O)Cc1ccc(S(=O)(=O)N2CCOCC2)s1
    ?	·
- CNC(=O)C1(C(F)(F)F)C/C(=C\CCO)CCCO1 (stereo not given)
    ?	·
- CCCn1c(SC(C)C(=O)NCC2CCCO2)nc2sc3c(c2c1=O)CCC3 (stereo not given)
    -19%[0.0737 µM]	·
- O=C(NCCCn1ccnc1)C1CCN(S(=O)(=O)c2ccc(F)cc2)CC1
    -5%	13
- COc1ccccc1C(NC(=O)CC(C)C)c1c(O)ccc2ccccc12 (stereo not given)
    ?	·
- CCOc1ccccc1-n1c(SCC(=O)N(C(C)C)C(C)C)nnc1-c1cccnc1
    ?	·
- O=C(CCC(=O)N1CCN(c2ccc(Cl)c(Cl)c2)CC1)c1ccccc1
    8%	10
- O=C(O)c1cccc(-c2ccc(/C=N/NC(=O)C3COc4ccccc4O3)o2)c1 (stereo not given)
    ?	·
- CCCOc1cccc(OCCSc2nc(C)cc(=O)[nH]2)c1
    10%	-28
- O=C1c2ccccc2NC(c2ccc3c(c2)OCCO3)N1c1ccc2c(c1)OCCO2 (stereo not given)
    ?	·
- CCOC(=O)c1c(-c2ccc(C)cc2)csc1NC(=O)CCN1CC(C)OC(C)C1 (stereo not given)
    ?	·
- Cc1ccc(C(O)(c2ccccc2)c2ccccc2C(C)N(C)C)c(C)c1 (stereo not given)
    ?	·
- CCN1CCN(C(c2ccccc2F)c2nnnn2Cc2ccc3c(c2)OCO3)CC1 (stereo not given)
    ?	·
- CCc1cc(C(=O)NCC(C)(C)N2CCOCC2)sc1C
    ?	·
- O=C(COc1ccc(Br)cc1)N1CCc2ccccc21
    -1%	9
- OCCN1CCN(CC(O)COCC2COc3ccccc3O2)CC1 (stereo not given)
    ?	·
- CC(C)NCC(O)COCc1ccc(Cl)cc1 (stereo not given)
    ?	·
- Cc1ccc(C)c(NCc2n[nH]c(=S)n2-c2ccccc2)c1
    -1%	-4
- O=C(CCN1C(=O)C2CC=C(Cl)CC2C1=O)N1CCCCC1 (stereo not given)
    ?	·
- COc1cccc(N2CCN(c3ccc4nnc(CCC(=O)Nc5ccc(F)cc5)n4n3)CC2)c1
    ?	·
- CC1CCN(CC(=O)c2cccs2)CC1
    22%	10
- O=C(CSc1nnc2ccccn12)NCCN1C(=O)CSC1=O
    ?	·
- CCN(CC)S(=O)(=O)c1ccc(Nc2ccc(-c3ccc4c(c3)OCCO4)nn2)cc1
    ?	·

# A portion of the library (hit frequency here may not be typical).
